# Screening data: PubChem, several laboratories
# rCAG RNA binder: molecules binding r(CAG) RNA repeats | r(CAG) RNA repeat, TO-PRO-1 dye displacement fluorescence | inhibition, % at 3 µM | 370,000 compounds, 1.3% hits | AID 651821;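 active = inhibition above the plate cutoff, the mean of all test compounds on that plate plus 3 SD, cut at about 35% in these data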;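 note: 0% = DMSO alone and 100% = 100 µM mitoxantrone as full dye displacement; higher means more dye released from RNA so lower well fluorescence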
# MBD2 DNA inh: MBD2-methylated oligo binding inhibition; Q9UBB5; TR-FRET, MBD2 binding to methylated oligonucleotide; inhibition, % at 4.4 µM; 370,000 compounds, 0.31% hits; AID 686964; in the data active = inhibition above about 13%
# UHRF1 MBD2 ctr: UHRF1 methyl-DNA binding inhibition; UHRF1 binding to methylated oligo, TR-FRET; AID 687016; inhibition, % at 4.4 µM; 370,000 compounds, 0.75% hits; in the data active = inhibition above about 21%;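 note: UHRF1 SRA domain binding a hemimethylated CpG hairpin DNA probe; 0% = median of test compound wells and 100% = reference inhibitor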
# SIAE primary: human SIAE inhibition, primary screen; SIAE FP-Rh probe binding, fluorescence polarization; 370,000 compounds, 0.69% hits; Q9HAT2; inhibition, % at 9.66 µM;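 active = inhibition above a cutoff: mean of compounds within the control limits plus 3 SD of those, cut at about 17% in these data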;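 note: 0% = plate median of compound wells and 100% = probe without SIAE protein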
# Target sequence (Q9HAT2 whole entry, looked up): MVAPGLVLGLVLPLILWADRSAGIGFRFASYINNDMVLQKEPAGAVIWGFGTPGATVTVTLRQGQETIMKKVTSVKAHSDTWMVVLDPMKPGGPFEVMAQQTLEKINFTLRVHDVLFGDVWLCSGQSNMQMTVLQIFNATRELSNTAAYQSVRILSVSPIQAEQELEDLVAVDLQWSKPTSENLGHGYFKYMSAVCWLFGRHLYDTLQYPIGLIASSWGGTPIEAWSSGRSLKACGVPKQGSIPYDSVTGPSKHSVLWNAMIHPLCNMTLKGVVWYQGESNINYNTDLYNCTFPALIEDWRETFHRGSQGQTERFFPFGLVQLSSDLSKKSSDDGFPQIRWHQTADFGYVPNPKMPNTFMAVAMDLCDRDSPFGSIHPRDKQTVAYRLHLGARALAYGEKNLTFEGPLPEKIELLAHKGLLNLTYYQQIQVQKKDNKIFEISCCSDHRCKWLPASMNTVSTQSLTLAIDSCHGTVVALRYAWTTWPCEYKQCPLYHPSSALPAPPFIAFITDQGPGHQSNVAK
# mABHD4 FP: ABHD4 (mouse) inhibition, primary FP screen; Q8VD66; purified mABHD4, FP-Rh probe fluorescence polarization; inhibition, % at 8.92 µM; 370,000 compounds, 0.54% hits; AID 720543;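 active = inhibition exceeding the mean over every tested compound plus 3 SD, cut at about 30% in these data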;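 note: 0% = plate median of compound wells and 100% = S159A mutant with DMSO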
#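 Material: mouse ABHD4 enzyme, wild type; Benchmarks: S159A mutant high control, sample median low control; Buffer or medium: HEPES pH 7.0, NaCl, Pluronic buffer; Signal: fluorescence polarization; Read-out: percent inhibition of probe binding, normalized to plate controls; Timing: pre-incubation 45 min, probe exposure 60 min, at 25 °C; Dosing: 8.92 µM, single dose.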
# HTRA1 inhibitor: HTRA1 (human) protease inhibition; inhibition, % at 5.96 µM; recombinant HTRA1, FP-rhodamine activity-based probe, fluorescence polarization; AID 504803; 340,000 compounds, 0.5% hits; in the data active = inhibition above about 36%;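 note: 0% = enzyme with DMSO and 100% = wells lacking enzyme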
# NPR2 activator: GC-B (human) receptor activation. P20594. activation, % at 10 µM. 370,000 compounds, 0.11% hits. HEK293-GC-B cells, CNP EC30, cGMP TR-FRET; 0% at EC30 CNP, 100% saturating CNP;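 active = activation at 10 µM reaching about 35% in either raw or pattern-adjusted values, limit read from the data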
# GC-A act: GC-A (human) enzyme activation; HEK293 GC-A cells, cGMP TR-FRET, EC30 ANP; 0% at EC30 ANP, 100% saturating ANP; AID 1671463; P16066; activation, % at 10 µM; 370,000 compounds, 0.14% hits; in the data active = activation above about 40%
# TCR-CD3 inh: blocks the human TCR-CD3 interaction; TAMRA-labeled TCR probe fluorescence, biochemical; inhibition, % at 9.4 µM; 360,000 compounds, 0.37% hits; AID 651800; in the data active = inhibition above about 19%;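 note: recombinant mutant TCR 2C K166C tagged with TAMRA read by polarization; 0% = receptor in buffer alone and 100% = receptor with positive control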
# PRMT1 inh: blocks human protein arginine methyltransferase 1; Q99873; recombinant PRMT1, activity-based probe fluorescence polarization; inhibition, % at 2.79 µM; 370,000 compounds, 1.3% hits;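 active = inhibition above about 21% made by adding two undisclosed values, limit read from the data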
# Target sequence (Q99873 whole entry, looked up): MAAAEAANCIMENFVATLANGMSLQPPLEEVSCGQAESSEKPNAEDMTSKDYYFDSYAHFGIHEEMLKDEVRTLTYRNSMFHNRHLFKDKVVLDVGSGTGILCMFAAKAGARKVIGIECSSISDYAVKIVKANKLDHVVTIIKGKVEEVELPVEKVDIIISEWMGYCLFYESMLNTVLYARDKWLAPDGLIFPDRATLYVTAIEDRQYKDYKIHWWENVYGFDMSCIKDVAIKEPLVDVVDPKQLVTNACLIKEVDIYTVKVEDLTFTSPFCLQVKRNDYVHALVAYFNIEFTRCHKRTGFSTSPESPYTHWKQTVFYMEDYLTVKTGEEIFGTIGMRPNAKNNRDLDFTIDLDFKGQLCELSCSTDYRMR
# Numbers without * were called inactive; . = not tested or not shown. These rows are one share of the data (hit frequency here may not be typical).
SMILES,rCAG RNA binder,MBD2 DNA inh,UHRF1 MBD2 ctr,SIAE primary,mABHD4 FP,HTRA1 inhibitor,NPR2 activator,GC-A act,TCR-CD3 inh,PRMT1 inh
CC1CCCC(C)N1C(=O)COC(=O)c1cc(F)c(F)cc1Cl (stereo unspecified),-9,-3,-3,0,5,1,6,2,-2,1
Cc1c(C(=O)NCc2cccnc2)sc2ncn(CC(=O)N3CCCCC3C)c(=O)c12 (stereo unspecified),-3,4,3,-3,-1,-5,10,0,3,0
CCCn1c(=O)c2ccccc2n2c(SCC(=O)c3ccccc3)nnc12,2,2,2,2,3,-8,.,.,1,-1
CN(C)c1ccc(NC(=O)CCCCCn2nnc3ccccc3c2=O)cc1,-5,-3,3,9,3,-2,1,2,-7,-2
NC(=O)C1(N2CCCCC2)CCN(S(=O)(=O)c2ccccc2)CC1,-4,1,0,9,-3,-1,-4,3,-6,-2
CCC1(CC)C(=O)N=C2c3ccccc3C(=O)N21,1,3,-2,-5,1,7,-1,4,2,4
C[C@@H](NC(=O)CN1C(=O)c2ccccc2S1(=O)=O)c1ccccc1,-2,4,4,1,0,2,-3,-1,-4,2
Nc1cc(C(Cl)=C(Cl)Cl)c(S(N)(=O)=O)cc1S(N)(=O)=O,1,-1,-1,2,-3,7,-7,3,8,-4
CC(=NNC(=S)N(Cc1ccccn1)Cc1ccccn1)c1cnccn1,3,3,-1,2,6,0,4,-1,-3,0
COc1cccc(NC(=O)CN2C(=O)C(c3ccc(C)cc3)=NC23CCCCCC3)c1,2,2,1,4,0,-9,1,4,3,2
Cc1cccc(C)c1NC(=O)C1CCCN1C(=O)Nc1cccc(F)c1 (stereo unspecified),-1,1,0,-7,4,3,-1,-2,-3,0
Cc1cc(C)c2sc(N(CCN(C)C)C(=O)c3ccc4ccccc4c3)nc2c1,3,4,7,0,-7,7,-6,-21,-6,-1
CC1Cc2ccccc2N1C(=O)CSc1nnc2c(n1)[nH]c1ccccc12 (stereo unspecified),8,-5,0,-7,-1,-13,2,1,12,2
COc1cc(CCC(=O)OCC(=O)Nc2ncc(Cl)cc2Cl)cc(OC)c1OC,1,-2,-1,-1,-1,-5,0,1,0,-1
Cc1cccc(S(=O)(=O)NC(=O)C2(C)CCN2C(=O)c2cccc(F)c2)c1 (stereo unspecified),1,3,0,0,5,.,-1,0,-2,-2
O=C1CS/C(=N/N=C/c2ccccc2OS(=O)(=O)c2ccccc2)N1,27,-6,-3,-2,2,2,4,3,4,0
Cc1cc(C(=O)OCC(=O)NC2CCC(C)CC2)c(C)o1 (stereo unspecified),-1,-5,-3,-4,3,5,-1,0,-5,3
CN(C)S(=O)(=O)c1ccc(N2CCCC2)c(C(=O)Nc2nc3ccc(F)cc3s2)c1,5,-2,1,-2,13,-17,6,8,7,0
COc1ccccc1NS(=O)(=O)c1ccc(C(=O)NCC(c2ccco2)N2CCCCC2)cc1 (stereo unspecified),0,1,-1,-6,-7,-7,3,-6,4,-3
CC(=O)n1ccnc1,0,-4,-4,7,9,4,-3,4,-10,0
O=c1[nH][nH]cc1C=Nc1ccccc1Cl,1,-3,-2,-5,5,6,8,1,2,1
Nn1cc(-c2ccccc2)nc1SCC(=O)NCC(F)(F)F,5,-1,4,-2,-2,7,-3,5,-2,8
CCOC(=O)C1=CCN(S(=O)(=O)c2ccc(F)cc2)C1c1ccc(F)cc1 (stereo unspecified),1,2,4,1,-6,.,-1,-4,-3,-3
CC(C)C(=O)NC(NCC1CCCO1)C(Cl)(Cl)Cl (stereo unspecified),-1,-1,-2,0,3,8,-3,0,10,1
COc1cc(/C=N\NC(=O)C2COc3ccccc3O2)cc(OC)c1O (stereo unspecified),-2,1,0,6,6,-3,-2,2,2,1
COc1cccc(/C(O)=C2/C(=O)C(=O)N(c3cc(C)on3)C2c2cccs2)c1 (stereo unspecified),9,4,10,6,3,7,5,2,-4,3
CCC(C)NC(=O)c1ccccc1SC (stereo unspecified),-3,7,2,-2,11,-18,10,-2,2,3
COc1ccc(CNC(=O)c2c(-c3c(F)cccc3Cl)noc2C)cc1,-2,-4,0,-3,-6,-3,2,0,-1,-2
CCN(CC)CCn1c2c(c(SCC(=O)Nc3nccs3)nc1=O)CCCC2,-7,-3,-1,8,-3,-1,-2,5,0,2
Cc1ccc(C)c(NC(=O)CN(C)C(=O)c2cc3c(s2)CCCCC3)c1,-5,4,2,-2,-3,5,-1,-1,2,1
COc1ccc(C(=O)Nc2c(Cl)cc(Cl)cc2C(=O)N2CCOCC2)cc1,0,0,15,7,-2,3,-1,4,2,-2
CCOC(=O)C1(Cc2ccccc2)CCCN(Cc2ccc(OCC)c(CO)c2)C1 (stereo unspecified),-7,6,4,-4,-4,-2,3,-8,0,10
COc1ccc2nc(SCC(=O)NN)cc(C)c2c1,5,2,-4,-10,-3,-49,0,1,3,5
CC(=O)C1=C(O)C(=O)N(CCC(=O)O)C1c1ccc(Cl)cc1Cl (stereo unspecified),-2,-4,-2,-2,8,8,-2,-3,-7,-1
CC(=O)c1ccc(OCc2cc(C(=O)NCCN3CCCC(O)C3)no2)cc1 (stereo unspecified),6,3,2,1,-4,2,4,4,1,1
C/C(CC(=O)Nc1cc(C)ccn1)=N\NC(=O)c1ccc(C)cc1,1,-3,-5,2,0,3,2,0,-3,-1
CC(CCc1ccccc1)NC(=O)CN1C(=O)NC2(CCCCC2C)C1=O (stereo unspecified),3,2,-2,-6,2,4,2,-1,2,-5
CN(c1ccccc1)S(=O)(=O)c1ccc(C(=O)Nc2ncccc2O)cc1,4,-3,-6,-2,2,6,0,2,12,1
Cc1noc(C)c1S(=O)(=O)Nc1ccc(C(=O)N2CCN(c3cccc(Cl)c3)CC2)cc1,15,-6,1,0,-5,-8,-2,-2,-4,3
CCCc1cc(=O)n2[nH]c(-c3ccco3)nc2n1,-3,2,6,-3,7,-2,3,3,-8,1
Cc1cc(C(=O)NNC(=O)c2ccc(C)s2)c(C)o1,4,-4,1,1,-2,-5,-4,2,4,0
COc1ccc(F)cc1-c1cc(NC=O)c2ncc(-c3cccc(C(F)(F)F)c3)n2c1,2,1,-2,-9,4,.,12,-7,-5,-2
O=C(c1ccccc1Cl)N1CCC(c2nc3c(nnn3Cc3ccco3)c(=O)[nH]2)CC1,5,-2,0,4,-1,-9,5,0,10,-2
COc1cccc(C(=O)N(C)CC(=O)Nc2ccc(F)c(F)c2F)c1,3,7,-1,0,-6,4,-1,4,-1,-11
CC[C@@H]1CCC[C@@H](O)[C@@H](C)C(=O)O[C@H](C)[C@@H](C)C/C=C(C)/C(OC)=C\C(=O)N(C)C([C@@H](C)CC)C(=O)N(C)[C@@H](C(C)C)C(=O)N(C)[C@@H](COC)C(=O)N2CCC[C@H]2C(=O)N(C)[C@@H](C(C)C)C(=O)N2CCC[C@H]2C(=O)O1 (stereo partly specified),15,0,-1,14,3,.,0,7,7,0
COc1ccc(-c2csc(NC(=O)C3=COCCO3)n2)cc1OC,2,5,-3,7,4,3,-11,3,-4,-1
CCOC(=O)c1ccc2c(c1)nc(SCC(=O)NC(C)C)n2CC,-1,-3,2,-6,5,-3,3,5,7,-3
CC(=O)Nc1cccc(NC(=O)C(=O)c2cn(CC(=O)N3CCCC3)c3ccccc23)c1,8,-3,1,1,1,4,3,2,-3,2
Cc1c(NC(=S)N/N=C/c2ccc(O)cc2)c(=O)n(-c2ccccc2)n1C,0,-6,2,1,-5,9,2,0,-9,1
CCCn1c(N)c(N(CCOC)C(=O)/C=C/c2ccc(C(=O)OC)cc2)c(=O)[nH]c1=O,-1,-4,-1,0,0,5,1,2,5,0
Cc1ccc2c(c1)N(CC(=O)N1CCN(c3nc4ccccc4s3)CC1)C(=O)C(C)O2 (stereo unspecified),-1,3,-3,5,-11,-7,-2,5,2,-2
Cc1ccc(CNC(=O)Nc2ccccc2)c(C)c1,-2,0,1,1,-4,-13,-2,-7,-14,3
Cn1c(SCC(=O)NC2CC2)nnc1C1CC1,-4,6,6,-1,-14,1,3,0,-7,9
Cc1ccc(S(=O)(=O)c2nc(-c3ccco3)oc2SCC(N)=O)cc1,11,0,-2,-7,16,1,3,2,8,21*
Cc1c(C)c2c(OCC(=O)N[C@@H](C(=O)O)c3ccccc3)cc3c(c2oc1=O)CCC(C)(C)O3,41*,-4,1,-7,2,-7,2,0,4,5
O=C1CCCCCN1CP(=O)(O)CN1CCCCCC1=O,0,5,0,3,1,4,4,4,-2,-1
CN1CCN(CCC(=O)Nc2ccc3c(c2)OCO3)CC1,2,-4,-3,10,3,0,2,3,5,-2
CN(CC(=O)Nc1ccccc1Br)C(=O)CNC(=O)c1cccs1,0,3,1,4,7,4,0,0,-9,3
COCCCNCCCCOc1ccc(OCc2ccccc2)cc1,0,1,4,-4,10,0,-1,4,7,-2
COc1cc(NC(=O)c2ccc(Cl)cc2)c(OC)cc1Cl,-1,7,7,-4,-15,-3,-1,0,-11,4

# Reformatted: 4 of the compounds above
# Second line of a record – rCAG RNA binder | MBD2 DNA inh | UHRF1 MBD2 ctr | SIAE primary | mABHD4 FP | HTRA1 inhibitor | NPR2 activator | GC-A act | TCR-CD3 inh | PRMT1 inh
- COc1cccc(C(=O)N(C)CC(=O)Nc2ccc(F)c(F)c2F)c1
 : 3 | 7 | -1 | 0 | -6 | 4 | -1 | 4 | -1 | -11
- CC[C@@H]1CCC[C@@H](O)[C@@H](C)C(=O)O[C@H](C)[C@@H](C)C/C=C(C)/C(OC)=C\C(=O)N(C)C([C@@H](C)CC)C(=O)N(C)[C@@H](C(C)C)C(=O)N(C)[C@@H](COC)C(=O)N2CCC[C@H]2C(=O)N(C)[C@@H](C(C)C)C(=O)N2CCC[C@H]2C(=O)O1 (stereo partly specified)
 : 15 | 0 | -1 | 14 | 3 | . | 0 | 7 | 7 | 0
- COc1ccc(-c2csc(NC(=O)C3=COCCO3)n2)cc1OC
 : 2 | 5 | -3 | 7 | 4 | 3 | -11 | 3 | -4 | -1
- CCOC(=O)c1ccc2c(c1)nc(SCC(=O)NC(C)C)n2CC
 : -1 | -3 | 2 | -6 | 5 | -3 | 3 | 5 | 7 | -3

# (listing goes on)
SMILES,rCAG RNA binder,MBD2 DNA inh,UHRF1 MBD2 ctr,SIAE primary,mABHD4 FP,HTRA1 inhibitor,NPR2 activator,GC-A act,TCR-CD3 inh,PRMT1 inh
CN1N=C(C(=O)N2CCc3c([nH]c4ccccc34)C2c2ccccc2Cl)CCC1=O (stereo unspecified),3,3,10,2,1,-18,6,4,9,1
CCOC(=O)C(=O)N1CCN(c2nc(-c3ccc(Cl)cc3)cs2)CC1,0,-1,-1,-2,-3,-15,-4,-3,-6,5
COCCn1nnnc1C(C(C)C)N1CCC(Cc2ccccc2)CC1 (stereo unspecified),-7,5,6,-9,-15,-4,3,1,-5,11
Cc1cc(C)cc(Oc2ccc(-c3nnc(-c4ccccc4)o3)cc2[N+](=O)[O-])c1,0,2,-3,-1,-2,5,1,2,8,-1
Cn1c(=O)n(C)c2cc(CNC(=O)[C@H]3O[C@@H](n4ccc(=O)[nH]c4=O)[C@H](O)[C@@H]3O)ccc21,2,3,0,7,6,.,1,3,4,1
C(=C\c1nnc2c3ccccc3ncn12)/c1ccccc1,9,8,-3,-13,2,-10,-11,-6,-1,3
CCCCCn1c(NC2CCCCC2)nc2c1c(=O)[nH]c(=O)n2C,-3,4,-2,5,6,-3,17,48*,2,2
Cc1cc(Br)cc2c1NC(=O)C2(c1c(C)n(C)n(-c2ccccc2)c1=O)c1c(C)n(C)n(-c2ccccc2)c1=O,1,4,0,1,-6,6,-5,-5,5,4
